Screening results (PubChem BioAssay)
JMJD2E inh = blocks human JMJD2E demethylase activity. JMJD2E catalytic domain, FDH-coupled NADH fluorescence (FDH is formaldehyde dehydrogenase). B2RXH2. Potency, µM (highest dose often 57.1 µM), for inactives: at the top dose activity change, negative = inhibition, hits mostly inhibitors. hit rate 1.6% among 230,000; active means well fitted inhibition curve with a large enough effect, not every such curve was filed as active; inconclusive means small, poorly fitted or top-dose-only effect, or another doubt; inactive means no such curve, though single readings can be large or run the other way;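 further: 0% = wells with enzyme and -100% = buffer wells without enzyme; nearly all actives have a fitted effect of over 50% in size; many of its hits are not listed in these tables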
TR SRC2 fluor cs = Texas Red fluorescence interference in TRb-SRC2 counter-screen; Potency, µM (series often up to 106 µM), for inactives: at the highest dose fluorescence change, negative = quenching; AID 1479; TRb/SRC2 Texas Red total fluorescence interference; hit rate 0.29% among 280,000; active means well fitted curve in either direction with a large enough effect; inconclusive means small, poorly fitted or top-dose-only effect; further: on the % scale 0 is the no-effect control and ±100 the full control effect
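Human TRb ligand-binding domain at 0.6 uM with 20 nM Texas Red SRC2 peptide in Tris buffer containing 1 uM T3 and 5% DMSO, incubated with compound 5 h at ambient temperature. Total fluorescence (555/632 nm) calculated as parallel + 2 × perpendicular.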
GoLoco inh red = blocks human Gai1 binding to RGS12 GoLoco peptide, red readout; P63096; Gai1:RGS12 GoLoco peptide FP, rhodamine, 10 min; Potency, µM (series often up to 61.6 µM), for inactives: top-dose activity, negative = inhibition, actives largely listed as inhibitors; hit rate 0.44% among 230,000; active means well fitted inhibition curve with a large enough effect, not every such curve was filed as active; inactive means no such curve, though single readings can be large or run the other way; further: on the % scale 0 is the no-effect control and ±100 the full control effect; nearly all actives have a fitted effect of over 30% in size; many of its hits are not listed in these tables
Target sequence (P63096 whole entry, looked up): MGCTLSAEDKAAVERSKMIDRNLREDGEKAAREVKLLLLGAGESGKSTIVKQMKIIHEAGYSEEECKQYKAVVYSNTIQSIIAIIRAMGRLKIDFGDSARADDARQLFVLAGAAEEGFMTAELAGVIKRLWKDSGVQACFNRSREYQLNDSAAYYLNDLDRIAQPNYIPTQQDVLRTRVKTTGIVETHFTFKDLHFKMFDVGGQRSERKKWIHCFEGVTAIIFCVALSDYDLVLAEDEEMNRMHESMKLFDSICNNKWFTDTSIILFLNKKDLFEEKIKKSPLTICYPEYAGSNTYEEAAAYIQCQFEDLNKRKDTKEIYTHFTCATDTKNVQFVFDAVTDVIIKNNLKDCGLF
SMN2 splice up = enhancers of SMN2 splice variant expression; hit rate 2.8% among 210,000; AID 1458; Potency, µM (top dose mostly 46.1 µM), without a hit: top-dose activity change, positive = activation, most hits filed as activators; HEK293 SMN2-luciferase splicing reporter, luminescence, 30-36 h; further: % of control where 0% means no effect; nearly all actives have a fitted effect of over 55% in size
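qHTS luciferase splicing reporter: luminescence rises when SMN2 exon 7 is included in transfected HEK293 cells. Compound exposure lasted 30-36 h at 37C, with 4.5 mM final sodium butyrate as control, followed by a ONE-Glo read.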
LMNA splice mod = LMNA splicing modulation | HeLa LMNA splicing GFP/RFP minigene ratio, 48 h | Potency, µM (top dose mostly 46.1 µM), for the others: at the top dose ratio change, negative = inhibition, actives largely listed as inhibitors | hit rate 0.01% among 200,000; active means well fitted inhibition curve with a large enough effect in the signal ratio, with a control signal flat, not every such curve was filed as active; inconclusive means small, poorly fitted or top-dose-only effect, or effect the other way, or a change in a side signal; the % refers to the signal ratio; further: on the % scale 0 is the no-effect control and ±100 the full control effect
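S3 HeLa stable clones carrying a lamin A-EGFP splicing minigene plus DsRed2 were seeded at 600 cells/well in Opti-MEM with 2% FBS, pin-dosed and incubated 48 h at 37°C. Acumen cytometry (488 nm) gave the GFP/RFP total-intensity ratio.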
TRb-SRC2 inh = TRbeta-SRC2 interaction inhibition; P10828; TRbeta-SRC2 peptide binding, fluorescence polarization; receptor liganded with 1 µM T3; Potency, µM (series often up to 106 µM), for inactives: top-dose activity change, negative = inhibition, most hits filed as inhibitors; hit rate 0.065% among 280,000; AID 1469;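 further: plate controls were bound peptide for no effect and peptide without receptor for full effect; nearly all actives have a fitted effect of over 50% in size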
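Fluorescence polarization of 20 nM Texas Red SRC2 peptide with 0.6 uM human TRb ligand-binding domain, in Tris buffer with 1uM T3 and 5% DMSO. Incubated 5 hr ambient; normalized to unbound and bound controls.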
RECQ1 inh = blocks DNA unwinding by human RECQ1 | hit rate 0.54% among 240,000 | Potency, µM (series often up to 57.3 µM), inactives show top-dose activity, negative = inhibition, most hits filed as inhibitors | P46063 | RECQ1 DNA unwinding, red fluorescence kinetic read;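 further: plate controls were vehicle for no effect and no enzyme for full effect; nearly all actives have a fitted effect of over 30% in size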
Target sequence (P46063 whole entry, looked up): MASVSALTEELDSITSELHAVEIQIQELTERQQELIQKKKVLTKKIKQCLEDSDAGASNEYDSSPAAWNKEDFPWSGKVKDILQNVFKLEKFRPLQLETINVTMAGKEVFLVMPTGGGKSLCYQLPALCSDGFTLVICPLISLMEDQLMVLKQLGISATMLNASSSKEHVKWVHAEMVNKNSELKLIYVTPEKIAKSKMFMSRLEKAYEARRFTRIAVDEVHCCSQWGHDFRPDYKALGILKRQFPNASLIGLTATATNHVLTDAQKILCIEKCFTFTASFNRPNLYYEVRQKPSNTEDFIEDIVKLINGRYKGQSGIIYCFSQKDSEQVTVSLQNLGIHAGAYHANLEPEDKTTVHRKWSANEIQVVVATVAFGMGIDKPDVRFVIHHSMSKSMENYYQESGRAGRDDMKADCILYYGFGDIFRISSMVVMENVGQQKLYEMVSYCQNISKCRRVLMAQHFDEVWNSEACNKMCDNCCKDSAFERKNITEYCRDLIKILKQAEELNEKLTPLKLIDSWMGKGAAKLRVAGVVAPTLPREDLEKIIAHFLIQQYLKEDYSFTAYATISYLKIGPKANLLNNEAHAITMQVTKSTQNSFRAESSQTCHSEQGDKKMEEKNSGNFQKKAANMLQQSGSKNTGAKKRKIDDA
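RECQ1T1 50 nM; forked duplex (20 bp + 30-nt ss tails) 200 nM, ATP 2 mM final; pH 8.0, 2 mM MgCl2, 2.5 ug/ml poly(dI-dC); 15 min compound preincubation; discontinuous kinetic read over 2 h at RT.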
ALDH1A1 block = inhibitors of human aldehyde dehydrogenase 1A1. P00352. Purified ALDH1A1, NADH fluorescence, propionaldehyde substrate. Potency, µM (doses to about 75.3 µM), for the others: at the top dose activity, negative = inhibition, hits mostly inhibitors. hit rate 7.3% among 220,000. AID 1030; active means well fitted inhibition curve with a large enough effect, not every such curve was filed as active; inconclusive means small, poorly fitted or top-dose-only effect, or another doubt; inactive means no such curve, though single readings can be large or run the other way;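 further: plate controls were no enzyme wells and a reference inhibitor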
An asterisk follows results filed as active; i = inactive; ? = inconclusive; . = not tested or not shown; [ ] = remark or other dose. Unless noted, the call rests on the fitted dose curve; in most records, active means well fitted curve in the direction sought with a large enough effect; inconclusive means small, poorly fitted or top-dose-only effect, or another doubt; inactive means no such curve, though single readings can be large; an effect the other way counts as inactive or inconclusive. Potency means the concentration at half of the fitted maximal effect. These rows are one share of the data; count on the stated rates, not on these rows.

SMILES | JMJD2E inh | TR SRC2 fluor cs | GoLoco inh red | SMN2 splice up | LMNA splice mod | TRb-SRC2 inh | RECQ1 inh | ALDH1A1 block
COc1cc([N+](=O)[O-])ccc1NC(=O)CCCOc1cccc(C)c1 | ? | -5% | -15% | -7% | 14% | -13% | i | -15%
COc1ccc(-c2noc(CCC(=O)Nc3ccc(C)c(C)c3)n2)cc1 | -3% | -1% | 1% | -5% | -5% | -9% | -2% | -11%
CC(C(=O)N=Nc1c(O)[nH]c2ccccc12)n1cnc2ccccc2c1=O (configuration not stated) | 11% | -4% | -3% | 7% | 4% | 1% | i | -2%
Cc1ccc2oc(=O)c3cnn(CC(=O)NCCCOC(C)C)c3c2c1 | -6% | 2% | 2% | -6% | 3% | ? | 10% | 3%
CC(C)C[C@H](NC(=O)c1ccc(OC2CCN(C(=O)C3CC3)CC2)cc1)C(N)=O | -9% | -3% | 18% | . | . | 0% | -1% | -1%
CC(C)Oc1ccc(/C=N/NC(=O)c2ccc(N(Cc3ccccc3)S(C)(=O)=O)cc2)cc1 | ? | 1% | -6% | -9% | ? | -3% | -6% | ?
COc1ccc(/C=N/NC(=S)Nc2cccc(C(=O)O)c2)cc1 | 5% | 0% | 10% | 13µM* | . | 4% | -9% | 3%
C#Cc1ccc([C@H]2C=C(C(=O)Nc3ccccc3)O[C@@H](OCc3ccc(CO)cc3)C2)cc1 | -4% | 2% | 1% | . | . | 3% | -13% | .
CC(=O)Nc1cc2c(cc1NC(=O)Cn1nnc(-c3ccc(C)o3)n1)OCCO2 | -25% | -2% | -8% | . | -4%[46 µM] | -4% | i | 2%
CO/N=C(\C(=O)N[C@@H]1C(=O)N2C(C(=O)O)=C(COC(N)=O)CS[C@H]12)c1ccco1 | -13% | -3% | 12% | -10% | 1% | -4% | -3% | -3%
CCCn1nnnc1NCc1ccc(F)cc1 | -6% | -3% | 9% | . | . | 1% | -5% | 8%
O=C1C=C(c2ccccc2)C(O)(c2ccccc2)C1 (configuration not stated) | 4% | 0% | -3% | -13% | 11% | 4% | -7% | -8%
CCCCSc1nnc2c(n1)OC=Nc1ccccc1-2 | -1% | -6% | 4% | . | . | -6% | -7% | .
Cc1ccc(-c2nnn(CC(=O)N(CCN3CCOCC3)C(C(=O)NC(C)(C)C)c3ccco3)n2)cc1 (configuration not stated) | 4% | 4% | -1% | -1% | . | -3% | i | ?
Cc1ccccc1OCC(=O)OC(C(=O)c1ccccc1)c1ccccc1 (configuration not stated) | 4% | -1% | 0% | -18% | 8% | -8% | -4% | -4%
CN(C)c1ccc(NC(=O)CSc2nc(N)c(C(=O)Nc3ccc(N(C)C)cc3)s2)cc1 | -4% | -2% | -17% | -44%[inhibitor] | 5% | -4% | -10% | 25µM*
COc1ccc(C(=O)Nc2ccc(S(=O)(=O)Nc3nccnc3OC)cc2)cc1OC | 0% | -1% | 7% | 13% | -11% | -8% | -3% | -5%
Cc1ccc(-n2ncc(C(=O)NCc3ccc4c(c3)OCO4)c2NC(=O)c2ccco2)cc1C | 2% | -2% | -3% | -3% | ? | -1% | -10% | ?
O=C(NCc1cccnc1)C1c2ccccc2C(=O)N1Cc1ccco1 (configuration not stated) | -10% | 0% | 6% | -7% | 6% | 2% | i | ?
O=c1cc(N2CCc3ccccc3C2)[nH]c(=O)n1-c1ccccc1Cl | ? | 0% | 6% | 7% | -9% | -4% | 2% | 6.3µM*
Cc1nc2cnc(Nc3ccccc3)nc2n(Cc2cccs2)c1=O | . | . | 89%[activator] | -6% | . | . | -4% | ?
CCO[C@@H]1OC(C(=O)O)=C[C@H](c2coc3ccccc3c2=O)[C@H]1CCCO | 11% | 0% | 5% | . | . | -3% | -2% | -4%
Cc1c(C(=O)O)[nH]c2c1C(=O)CC(c1ccccc1)C2 (configuration not stated) | 1% | -2% | 13% | -1% | 1% | 1% | 4% | 11%
C=CCOn1c(=O)c(=O)n(OCc2ccccc2)c2ccccc21 | 4% | -2% | . | . | -3% | -5% | -1% | -8%
O=C(NCCNc1ccc([N+](=O)[O-])cc1C(F)(F)F)c1ccccc1F | 2% | 0% | 5% | -14% | -3%[0.0737 µM] | 5% | -2% | ?
O=C(C1CCN(S(=O)(=O)c2cnc[nH]2)CC1)N1CCN(c2ncccn2)CC1 | -12% | -6% | -14% | -4% | -2% | 8% | 2% | 6%
COCCN1C=C(C(=O)OC)C(c2ccc(OC)c(OC)c2)C(C(=O)OC)=C1 | ? | -1% | 3% | 8% | 2% | -2% | i | ?
COc1ccc(CCNC(=O)CN(CCc2ccccc2)S(C)(=O)=O)cc1 | 1% | 0% | -1% | . | 5%[46 µM] | -1% | i | -6%
Cc1ccc(COC(=O)CCc2nc3ccccc3c(=O)[nH]2)cc1 | ? | 1% | 8% | 10% | ? | 4% | -4% | 14%
CCn1c(N2CCN(CC(=O)Nc3cccc(C)c3C)CC2)nc2ccccc21 | 3% | -1% | 3% | -28% | 8% | -16% | i | -8%
O=c1c(/C=N/O)coc2ccc3ccccc3c12 | -7% | -1% | 6% | 2% | ? | 4% | i | 11µM*
CCc1ccc(-c2cc(C(=O)NN3CCOCC3)c3ccccc3n2)cc1 | ? | 2% | 7% | 1% | ? | 0% | -1% | -7%
CCOC(=O)N1CCC(N(CCN(C)C)C(=S)Nc2cc(C)cc(C)c2)CC1 | 4% | 4% | -7% | 1% | -2% | -4% | -6% | 2%
O=S(=O)(c1ccccc1)N1N=C(c2ccccc2)CC1c1ccccc1 (configuration not stated) | 3% | -4% | 6% | . | . | -5% | -6% | -16%
CC(=O)Nc1ccc2c(c1)ncn2C | 8% | 1% | -6% | -31% | -2% | 3% | -7% | 35µM*
C=CCn1c(O)c(N=NC(=S)Nc2cccc(OC)c2)c2ccccc21 | -4% | -3% | 6% | -60%[inhibitor] | ? | 7% | -12% | ?
O=C(O)c1ccc2c(c1)C(=O)N(c1cccc(C(=O)/C=C/c3ccccc3)c1)C2=O | 8% | -9% | -5% | . | ? | 2% | 6.3µM* | 0.71µM*
C/C(Cn1cnc([N+](=O)[O-])n1)=N\NC(=O)c1ccc(Br)cc1 | 2% | 0% | -2% | 5% | 2% | 4% | -16% | 14µM*
Cn1c(=O)oc2cc(S(=O)(=O)NCc3ccccn3)ccc21 | 4% | -1% | -3% | -2% | -2% | -5% | -1% | -3%
CC1CCN(CC(=O)N2c3ccccc3CCc3ccccc32)CC1 | -5% | -2% | -6% | 4% | -3% | -4% | -2% | 10%
Cc1c(C(=O)NCc2ccc3c(c2)cc(C)n3C)cccc1[N+](=O)[O-] | ? | ? | -6% | -10% | -4% | ? | ? | 6%
Cc1ccc(NC(=S)NC(=O)/C=C/c2ccco2)c(O)c1 | 16% | -9% | 21% | 14% | . | -14% | ? | ?
CC(C)S(=O)(=O)CC(=O)c1ccc(Cl)cc1 | 1% | -2% | 2% | 13% | 15%[9.22 µM] | 6% | i | -3%
CCNC(=O)c1ccc(CSc2ccc(Cl)cc2)cc1 | 5% | -6% | -1% | -18% | ? | -7% | -7% | 1%
CSc1cccc(NC(=O)C(=O)NCc2ccccc2)c1 | -1% | -1% | 7% | . | . | 3% | -1% | .
Cc1ccc2nc(NC(=O)c3ccc4ncsc4c3)sc2c1 | . | -3% | 10% | 7.1µM* | -4% | 17% | i | ?
COCCCn1c(SCc2cc(=O)[nH]c3ccccc23)nnc1-c1ccco1 | -1% | -2% | 11% | 2% | -6% | -5% | -5% | ?
O=C(Nc1ccc([N+](=O)[O-])cc1)C(=O)Nc1cccc(C(=O)O)c1 | -3% | -7% | 3% | . | 3%[46 µM] | -5% | i | 4%
O=c1cnc2cnc(OCc3ccccc3)nc2n1CCc1ccccc1 | . | . | -4% | -21% | . | . | -9% | ?
COc1cccc(C2NC(=O)c3ccccc3O2)c1OCc1ccccc1F (configuration not stated) | ? | -6% | -9% | -9% | 8%[46 µM] | 5% | -9% | ?
c1ccc(-c2csc(-n3cccn3)n2)cc1 | 6% | -5% | 2% | 1% | 7%[46 µM] | 3% | i | ?
O=C(Oc1ccnc2cc(Cl)ccc12)N1CCCCCC1 | 1% | -1% | -6% | -50%[inhibitor] | ? | -17% | 0% | 5µM*
Cc1ccc2cccc(Oc3ccc([N+](=O)[O-])cc3[N+](=O)[O-])c2n1 | -10% | -2% | 2% | 4% | ? | 0% | -8% | 3%
CC1CCN(C(=S)NC(=O)c2ccccc2)CC1 | -6% | -3% | 1% | -2% | 1% | -2% | -11% | -8%
Cc1cc(C(=O)Nc2ccc(N3CCOCC3)c(Cl)c2)c(C)o1 | -4% | -1% | 0% | . | -4%[46 µM] | -8% | i | -2%
CCN(C(=O)COC(=O)c1nn(-c2ccccc2)c(=O)c2ccccc12)C1CCS(=O)(=O)C1 (configuration not stated) | -11% | -1% | -1% | . | . | 3% | i | .
CC1(C)CC2CC(C)(CN2C(=O)c2ccc([N+](=O)[O-])cc2)C1 (configuration not stated) | -14% | -2% | 14% | . | . | -2% | 9% | ?
Cn1cc([N+](=O)[O-])c(C(=O)Nc2ccc(-c3nc4ccccc4[nH]3)cc2)n1 | 2% | -9% | 4% | 8.9µM* | ? | 7% | -21% | 4%

Whole records, quoted from the list:
CC1CCN(C(=S)NC(=O)c2ccccc2)CC1 reads JMJD2E inh: -6%; TR SRC2 fluor cs: -3%; GoLoco inh red: 1%; SMN2 splice up: -2%; LMNA splice mod: 1%; TRb-SRC2 inh: -2%; RECQ1 inh: -11%; ALDH1A1 block: -8%
COCCCn1c(SCc2cc(=O)[nH]c3ccccc23)nnc1-c1ccco1 reads JMJD2E inh: -1%; TR SRC2 fluor cs: -2%; GoLoco inh red: 11%; SMN2 splice up: 2%; LMNA splice mod: -6%; TRb-SRC2 inh: -5%; RECQ1 inh: -5%; ALDH1A1 block: ?
